Screening data: PubChem, Sanford-Burnham Center for Chemical Genomics
GRIN3A LBD mod: binders of NR3A ligand-binding domain, primary screen, biophysical, differential scanning fluorimetry, uHTS. hit rate 2.5% among 340,000. Glutamate receptor ionotropic, NMDA 3A (GRIN3A) ligand-binding domain. Tm shift relative to glycine control, % at 25 µM. NR3A LBD differential scanning fluorimetry, Tm shift; 0% = protein alone, 100% = glycine-bound protein. AID 1259313, 2017;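 active means melting temperature shift of at least 10% of the positive control shift, at one fixed dose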
SENP1 inh: human SENP1 catalytic domain inhibitors, primary screen, biochemical, FRET, uHTS; Sentrin-specific protease 1 (Homo sapiens), Q9P0U3; recombinant SENP1 catalytic domain, CyPet-SUMO1-YPet FRET cleavage; inhibition, % at 10 µM; hit rate 0.21% among 360,000; AID 624204, 2012;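 active means inhibition at least 30% at 10 µM, raw YFP signal under a set limit, fluorescence ratio 0.5 to 1.5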;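 further: 0% = enzyme with DMSO and 100% = no enzyme wells; some results filed as inactive read as strong as hits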
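Compound: 10 µM single point, 0.5% DMSO; Test system: hSENP1 catalytic domain, recombinant; Timing: 50 min reaction at room temperature; Technique: FRET, CFP and YFP emission; Control set: no-enzyme wells low, DMSO-plus-enzyme wells high control.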
MPTP inh: mitochondrial permeability transition pore inhibitors, primary screen, biochemical, isolated mouse mitochondria, absorbance; Ca2+ swelling absorbance, 30 min; inhibition, % at 10 µM; hit rate 1.4% among 360,000; AID 602449, 2012;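 active means inhibition of 50% or more, scaled per plate between neutral and stimulator controls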;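 further: 0% = DMSO wells given calcium and 100% = 1 mM EGTA wells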
ATG4B inh: ATG4B protease inhibitors, primary screen, biochemical, fluorescence, uHTS; Cysteine protease ATG4B (Homo sapiens), Q9Y4P1; ATG4B cleavage of LC3-PLA2, NBD-HPC fluorescence, 1 h; inhibition, % at 8.33 µM; hit rate 0.51% among 340,000; AID 504462, 2011; in the data active means inhibition above about 40%
SENP6 inh: SENP6 protease inhibitors, primary screen, biochemical, luminescence, uHTS | inhibition, % at 10 µM | hit rate 1.8% among 330,000 | Sentrin-specific protease 6 (Homo sapiens), Q9GZR1 | Recombinant SENP6 catalytic domain, aminoluciferin luminescence | AID 2599, 2010;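 active means inhibition above about 50% at the single tested dose, limit read from the data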;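 further: plate controls were DMSO wells with enzyme for no effect and DMSO wells lacking enzyme for full effect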
Target sequence (Q9GZR1 628-1112 limits assumed): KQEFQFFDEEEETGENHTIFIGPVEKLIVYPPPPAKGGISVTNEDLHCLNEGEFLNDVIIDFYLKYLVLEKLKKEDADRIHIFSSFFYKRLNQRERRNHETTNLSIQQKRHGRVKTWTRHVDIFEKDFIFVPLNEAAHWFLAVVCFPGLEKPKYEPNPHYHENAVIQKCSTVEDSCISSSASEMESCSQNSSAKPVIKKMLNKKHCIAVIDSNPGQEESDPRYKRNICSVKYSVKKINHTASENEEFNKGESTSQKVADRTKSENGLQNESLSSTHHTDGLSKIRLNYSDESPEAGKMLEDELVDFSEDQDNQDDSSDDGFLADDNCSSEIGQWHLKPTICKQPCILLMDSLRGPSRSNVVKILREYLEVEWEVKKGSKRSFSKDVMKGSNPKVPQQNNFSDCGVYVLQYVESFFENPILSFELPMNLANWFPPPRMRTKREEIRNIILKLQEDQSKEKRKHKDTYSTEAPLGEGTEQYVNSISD
SENP8 inh: human SENP8 protease inhibitors, primary screen, biochemical, fluorescence, Nedd8 protein substrate, uHTS | inhibition, % at 20 µM | recombinant SENP8 | hit rate 0.64% among 360,000 | AID 602440, 2012 | Sentrin-specific protease 8 (Homo sapiens), Q96LD8; in the data active means inhibition mostly above about 40%, no sharp cut-off; inactive means mostly below about 27%
PfGluPho inh: PfG6PD enzyme inhibitors, primary screen, biochemical, fluorescence intensity, uHTS; PfGluPho enzyme, NADPH resazurin-diaphorase fluorescence; inhibition, % at 20 µM; hit rate 0.78% among 350,000; AID 504690, 2011;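 active means inhibition reaching at least a set limit at 20 µM in the primary screen, cut at about 59% in these data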;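 further: 0% = DMSO wells with substrate and 100% = DMSO wells lacking glucose-6-phosphate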
hIAP activ: human IAP activators, primary screen, biochemical, luminescence, uHTS. Intestinal-type alkaline phosphatase (Homo sapiens), P09923. purified human IAP, CDP-Star luminescence, 30 min; hits give high values; 1 = vehicle-only enzyme, 0 = enzyme-free background. activation factor at 10 µM. hit rate 0.16% among 330,000;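 active means activation factor of the enzyme at least 2-fold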; further: the source names both 10 and 20 µM as test concentration; values of inactives mirror those of a sister screen read the other way
Target sequence (P09923 whole entry, looked up): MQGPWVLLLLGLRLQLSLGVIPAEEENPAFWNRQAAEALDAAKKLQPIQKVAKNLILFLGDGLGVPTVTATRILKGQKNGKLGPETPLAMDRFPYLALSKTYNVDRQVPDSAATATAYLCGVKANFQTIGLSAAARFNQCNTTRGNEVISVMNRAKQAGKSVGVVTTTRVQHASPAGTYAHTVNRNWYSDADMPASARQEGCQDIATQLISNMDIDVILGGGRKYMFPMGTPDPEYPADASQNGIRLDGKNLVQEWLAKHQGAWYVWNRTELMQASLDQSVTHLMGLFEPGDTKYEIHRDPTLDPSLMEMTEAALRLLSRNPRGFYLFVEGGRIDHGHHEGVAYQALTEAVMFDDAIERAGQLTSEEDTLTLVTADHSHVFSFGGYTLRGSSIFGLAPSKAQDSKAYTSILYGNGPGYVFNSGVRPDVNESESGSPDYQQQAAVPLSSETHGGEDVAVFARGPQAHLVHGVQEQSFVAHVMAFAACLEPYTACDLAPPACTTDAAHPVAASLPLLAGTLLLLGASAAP
* hit, by the source's call; / = not tested or not shown.

SMILES	GRIN3A LBD mod	SENP1 inh	MPTP inh	ATG4B inh	SENP6 inh	SENP8 inh	PfGluPho inh	hIAP activ
O=C(CNC(=O)c1ccc2c(c1)S(=O)(=O)N=C1CCCCCN12)Nc1ccc(F)c(F)c1	1	3	-1.2	0	-1	-6	-12	0.94
C=CC[C@H](CC(=O)N(CCO)Cc1ccccc1)C(=O)N[C@H](COC(=O)[C@H](CC=C)CC(=O)OC(C)(C)C)Cc1c[nH]c2ccccc12	-2	0	-0.1	-5	-14	-6	32	1
CC(=O)NC(Nc1c(C)n(C)n(-c2ccccc2)c1=O)C(Cl)(Cl)Cl (configuration not stated)	0	0	0.0	-1	-20	7	-10	1
Cc1nc2ccc(NC(=S)NC3CCCCC3)cc2nc1C	-1	-26	-2.4	-1	38	-414	-6	1.1
CC(=O)CC(=O)Nc1ncccn1	-2	-7	24	2	3	13	-10	1.2
CC(C)(C)OC(=O)N1CCC(C(=O)N2CCC[C@H]2C(=O)O)CC1	-1	3	-0.5	-1	1	6	-5	1.1
CCOC(=O)C1(CC2CC2)CCN(C(=O)c2cc(OC)nc3ccccc23)CC1	2	0	1.0	-9	4	-13	1	1
C[C@@]12C(=O)N(c3ccc(Cl)cc3)C(=O)N1[C@@H]1c3ccccc3OC[C@@H]1[C@H]2c1ccccc1	0	1	0.8	-7	-11	3	6	0.9
c1ccc(Sc2ccccc2CN2CCCC2)cc1	1	-1	2.5	-2	-4	4	-5	1.1
CC(=O)c1ccc(OCC(O)CN2CCN(Cc3ccccc3)CC2)cc1 (configuration not stated)	-2	2	-0.6	-8	6	8	-3	0.91
COc1ccccc1CNC(=O)C(=O)c1cn(CC(=O)N2CCOCC2)c2ccccc12	0	0	1.2	-3	17	3	-1	1.4
COC(=O)c1ccccc1C(=O)c1ccc2c(c1)NC(=O)CO2	-1	2	-0.1	-5	5	26	68*	0.87
Cc1cc(=O)n(CC(=O)NC2CC2)c2c1c(C)nn2-c1ccccc1	-4	-1	0.7	-1	-15	4	0	1.1
COc1ccc(NC(=O)NC2(C(=O)N3CCCC3)CCCCC2)cc1	1	0	-2.2	-14	-1	5	-8	0.84
COc1ccccc1CCCNC(=O)C1CCC(=O)N(CCN2CCOCC2)C1 (configuration not stated)	-3	-2	0.9	6	12	1	-4	1.1
Cc1cc(SCCOc2ccc(Br)cc2)nc(N)n1	-1	0	-1.4	-14	16	16	8	0.89
O=C(COC(=O)c1cc(=O)[nH]c(=O)[nH]1)Nc1cccc(S(=O)(=O)N2CCOCC2)c1	0	-1	0.7	-1	6	-3	6	1.1
Cc1cc(C)nc(NS(=O)(=O)c2ccc(NC(=O)Cc3ccc(F)cc3)cc2)n1	2	0	1.3	-3	0	-14	-24	1.1
Cc1sc(-n2c(C)cc(C=O)c2C)c(C(=O)O)c1C	0	-3	-9.8	15	-5	7	-2	0.86
CCn1c2ccccc2c2cc(NC(=O)COc3ccccc3)ccc21	-6	3	2.0	4	-3	-48	-3	0.93
O=C(N/N=C/c1ccc(N2CCCCC2)o1)c1ccccc1	0	-2	0.1	12	/	-16	17	/
CC1CCCN(C(=O)c2ccc3c(=O)n4nc(Nc5ccccc5)sc4nc3c2)C1 (configuration not stated)	/	1	0.8	/	/	-493	0	/
CCCN(C(=O)CSc1nc2ccccc2n1CC)C1CCS(=O)(=O)C1 (configuration not stated)	0	-2	0.8	0	-25	1	8	1.2
COc1ccc(C(=O)NCc2cn3c(C)csc3n2)cc1OC	0	2	-1.2	-7	0	9	-11	1.1
CCOC(=O)CSc1nnc(C)n1N	-1	1	-1.6	7	-22	12	11	1.2
CCn1cc(C2=NOC(C(=O)Nc3c(C)nn(Cc4ccc(F)cc4)c3C)C2)c(C)n1 (configuration not stated)	0	-13	-1.2	-8	-17	1	12	1.2
Cn1c(COc2nnc(-c3ccc(Cl)cc3)c3ccccc23)nc2ccccc21	-1	2	0.3	-10	-13	10	-5	0.93
CCCS(=O)(=O)N1CCN(C(=O)CCC2CCCC2)CC1	1	1	-0.8	-9	-14	14	11	1.1
CC(=O)c1cccc(NC(=O)C(C)OC(=O)/C=C/c2cccs2)c1 (configuration not stated)	0	3	-2.7	-13	-2	4	1	1.1
O=C(COC(=O)c1ccc(NC(=O)C2CC=CCC2C(=O)O)cc1)c1ccccc1 (configuration not stated)	0	0	-0.1	-2	21	16	-15	1.1
CCOC(=O)N1CCC(NCCNC(=O)c2cccs2)CC1	-2	3	-0.9	-3	1	6	-1	0.99
CCn1c(=O)c(=O)[nH]c2cc(C(=O)NC3CC3)ccc21	0	0	-1.4	0	-15	-22	-7	0.98
C[C@]12CC[C@@H]3c4cc(O)c(O)cc4CC[C@H]3[C@@H]1CC[C@@H]2O	7	1	1.9	-5	1	41*	97*	1.1
CN1CCCC1CCNC1C2CC3CC(C2)CC1C3 (configuration not stated)	0	2	0.0	-5	24	21	-11	1.2
C=CCn1c(NC(=O)c2ccc(Br)o2)c(C(=O)OCC)sc1=S	-1	-4	10	-6	10	13	57	1
COc1cccc(CN2CCCC(C(=O)c3ccc4c(c3)OCO4)C2)c1OC (configuration not stated)	-2	1	2.2	-9	-15	-17	2	1.1
Cc1nc2ccc(Br)cn2c1C(=O)N/N=C\c1ccccc1Cl	-1	1	-0.8	2	1	5	20	0.81
Cc1ccccc1OCc1nnc2c3cnn(C)c3ncn12	5	3	4.6	-16	13	15	6	1.1
COc1ccccc1CNS(=O)(=O)c1ccc2c(c1)NC(=O)CS2	1	1	-2.0	-5	-8	0	2	0.92
COc1ccc(OC)c(-n2c(=S)[nH]c3c(sc(=S)n3-c3ccccc3)c2=O)c1	1	0	0.6	-7	6	36	30	0.91

Reprinted at random: four compounds from above
SMILES	GRIN3A LBD mod	SENP1 inh	MPTP inh	ATG4B inh	SENP6 inh	SENP8 inh	PfGluPho inh	hIAP activ
O=C(COC(=O)c1cc(=O)[nH]c(=O)[nH]1)Nc1cccc(S(=O)(=O)N2CCOCC2)c1	0	-1	0.7	-1	6	-3	6	1.1
Cc1cc(SCCOc2ccc(Br)cc2)nc(N)n1	-1	0	-1.4	-14	16	16	8	0.89
CC(=O)NC(Nc1c(C)n(C)n(-c2ccccc2)c1=O)C(Cl)(Cl)Cl (configuration not stated)	0	0	0.0	-1	-20	7	-10	1
CC(=O)CC(=O)Nc1ncccn1	-2	-7	24	2	3	13	-10	1.2

(continued)
SMILES	GRIN3A LBD mod	SENP1 inh	MPTP inh	ATG4B inh	SENP6 inh	SENP8 inh	PfGluPho inh	hIAP activ
CC(C)[C@H](NS(=O)(=O)c1ccc(Cl)cc1)C(=O)OCC(=O)c1c(N)n(C)c(=O)n(C)c1=O	0	2	-0.1	-8	3	11	6	0.95
COc1ccccc1CCNC(=O)c1c(C)nn(CC(C)C)c1Cl	-1	1	0.2	-4	4	5	-1	1.1
Cc1nc2cncc(Br)c2n1C	-1	0	-1.8	-10	-12	13	4	0.91
Cc1[nH]c2ccccc2c1/C=N/NC(=O)Cc1cccs1	-16	5	0.5	-5	-5	12	3	1.1
O=C(c1ccc(F)cc1)C1CCN(C(=O)c2ccncc2)CC1	0	0	-2.1	0	-6	12	0	1
CCCSCCCNC(=O)Cn1c(=O)c2cccn2c2ccccc21	0	1	-1.1	-9	-2	-1	40	0.99
CCC(CC)C(=O)NCCc1cc2ccc(C)cc2[nH]c1=O	-2	2	0.1	3	9	-37	-1	1.1
COc1ccc(C(C(=O)NC2CCCC2)N(Cc2cccnc2)C(=O)c2snc(C(N)=O)c2N)cc1 (configuration not stated)	-1	-7	-0.9	-12	1	-312	7	0.89
O=C(Nc1cccc2c1C(=O)NC2=O)c1ccc(N2C(=O)CCC2=O)cc1	0	0	0.2	2	10	-401	-1	1
COCCn1c(SCC(=O)NCC(c2ccccc2)N(C)C)nc2sc3c(c2c1=O)CCC3 (configuration not stated)	0	-2	-1.4	5	/	3	0	/
CC(C)(C)c1ccc(/C=N/NC(=O)C(=O)NCCCN2CCOCC2)cc1	-7	1	15	10	-20	14	-7	0.97
Cn1nc(-c2ccc(Cl)cc2)cc1NC(=O)Nc1ccccc1	26*	2	70*	-1	-7	2	4	0.94
CC(=O)NNc1[nH]c2c(c(=O)c1[N+](=O)[O-])c(=O)n(C)c(=O)n2C	0	1	0.7	-7	0	29	12	1.1
O=C(O)Cn1nc(-c2ccccc2)cc1-c1ccccc1	2	1	2.0	-6	7	7	-4	1.1
Cc1ccccc1Oc1ccc2c(c1)[C@@H]1C[C@H]3[C@@H](C(=O)N1CC2)[C@H](C)ON3C	-3	-87	0.4	0	/	-334	-1	/
Cc1cccc(C)c1NC(=O)COC(=O)c1cccc2c1C(=O)c1ccccc1C2=O	-14	2	3.4	-4	3	5	-1	0.98
CC(=O)c1cccc(NC(=O)C2CCCN(S(=O)(=O)c3cccc4nonc34)C2)c1 (configuration not stated)	-1	7	1.1	-1	-16	10	-12	1
CC(C)c1ccc(/C=N/NC(=O)c2cc(-c3cccc([N+](=O)[O-])c3)n[nH]2)cc1	4	4	20	-8	-24	14	-4	1.4
O=C(CN(C(=O)c1csnn1)c1cccc(Cl)c1)NC1CCCC1	0	3	-0.7	6	15	11	-14	0.91
COC(=O)C1=C(C)NC(=O)NC1c1cccc(OC)c1OCc1ccccc1 (configuration not stated)	-3	1	-1.9	-3	-5	19	-14	1
CN(C)c1nc(SCc2ccc(Cl)cc2)nc2c1CCCC2	0	3	2.6	3	-1	13	16	1.2
Nc1ccccc1C#Cc1ccc([N+](=O)[O-])cc1	6	33*	0.1	-2	62*	31	18	0.92

Molecules listed so far containing a nitro group on carbon:
SMILES	GRIN3A LBD mod	SENP1 inh	MPTP inh	ATG4B inh	SENP6 inh	SENP8 inh	PfGluPho inh	hIAP activ
CC(=O)NNc1[nH]c2c(c(=O)c1[N+](=O)[O-])c(=O)n(C)c(=O)n2C	0	1	0.7	-7	0	29	12	1.1
CC(C)c1ccc(/C=N/NC(=O)c2cc(-c3cccc([N+](=O)[O-])c3)n[nH]2)cc1	4	4	20	-8	-24	14	-4	1.4
Nc1ccccc1C#Cc1ccc([N+](=O)[O-])cc1	6	33*	0.1	-2	62*	31	18	0.92
